# hIAP inh – blocks human intestinal alkaline phosphatase; purified IAP, CDP-Star luminescence, 30 min; inhibition, % at 10 µM; 330,000 compounds, 0.12% hits; AID 2544;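 active = inhibition reaching a set limit with compound at 10 µM in the primary screen, cut at about 35% in these data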;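 also: plate controls were DMSO wells with enzyme for no effect and no-enzyme buffer wells for full effect; values of inactives mirror those of a sister screen read the other way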
# Target sequence (P09923 whole entry, looked up): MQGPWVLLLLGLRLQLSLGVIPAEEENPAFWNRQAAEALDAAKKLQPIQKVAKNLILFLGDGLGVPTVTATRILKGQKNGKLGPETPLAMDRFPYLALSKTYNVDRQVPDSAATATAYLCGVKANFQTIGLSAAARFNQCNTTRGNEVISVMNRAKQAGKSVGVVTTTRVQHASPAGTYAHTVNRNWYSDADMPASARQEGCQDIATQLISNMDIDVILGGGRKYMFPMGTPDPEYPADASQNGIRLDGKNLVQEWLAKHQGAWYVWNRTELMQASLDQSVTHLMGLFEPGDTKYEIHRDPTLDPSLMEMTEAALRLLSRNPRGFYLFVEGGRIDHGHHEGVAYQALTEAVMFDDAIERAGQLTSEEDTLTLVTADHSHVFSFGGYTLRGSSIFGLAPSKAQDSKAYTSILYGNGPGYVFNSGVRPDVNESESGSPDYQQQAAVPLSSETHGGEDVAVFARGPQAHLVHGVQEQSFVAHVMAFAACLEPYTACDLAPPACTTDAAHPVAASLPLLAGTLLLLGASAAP
# hIAP act – human IAP activation; P09923; activation factor at 10 µM; 330,000 compounds, 0.16% hits; purified human IAP, CDP-Star luminescence, 30 min; active compounds read high; 1 = vehicle-only enzyme, 0 = enzyme-free background;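 active = activation factor of the enzyme at least 2-fold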; also: the source names both 10 and 20 µM as test concentration; values of inactives mirror those of a sister screen read the other way
# SENP1 inh – SENP1 (human) catalytic domain inhibition. Q9P0U3. recombinant SENP1 catalytic domain, CyPet-SUMO1-YPet FRET cleavage. inhibition, % at 10 µM. 360,000 compounds, 0.21% hits. AID 624204;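 active = inhibition at least 30% at 10 µM, raw YFP signal under a set limit, fluorescence ratio 0.5 to 1.5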;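 also: 0% = enzyme with DMSO and 100% = no enzyme wells; some results filed as inactive read as strong as hits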
#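 Material – human SENP1 catalytic domain · Input – SENP1 enzyme, 20 pM final · Compound dosing – single concentration of 10 µM compound, 0.5% DMSO final · Timing – enzyme reaction for 50 min at room temperature, dark · Measured by – FRET fluorescence in CFP and YFP emission channels · Control set – no-enzyme wells low, DMSO-plus-enzyme wells high control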
# NALP3 yeast inh – inhibitors of NALP3 inflammasome in yeast; Yeast reconstituted NLRP3/ASC/caspase-1, beta-gal luminescence, 24 h; 330,000 compounds, 0.39% hits; inhibition, % at 10 µM;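 active = inhibition of 50% or more; inactive = inhibition below 50%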;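 also: plate controls were induced DMSO wells for no effect and uninduced yeast grown without galactose for full effect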
# A3G deaminase – blocks human APOBEC3G single-stranded DNA deamination. recombinant A3G, ssDNA deamination FAM/TAMRA fluorescence. 330,000 compounds, 0.28% hits. inhibition, % at 20 µM. Q9HC16;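 active = inhibition of at least 40% at 20 µM, with no more than 30% in the related APOBEC3A deaminase screen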;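 also: plate controls were DMSO wells with A3G for no effect and wells lacking A3G enzyme for full effect; some compounds called inactive have numbers as strong as hits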
# Target sequence (Q9HC16 whole entry, looked up): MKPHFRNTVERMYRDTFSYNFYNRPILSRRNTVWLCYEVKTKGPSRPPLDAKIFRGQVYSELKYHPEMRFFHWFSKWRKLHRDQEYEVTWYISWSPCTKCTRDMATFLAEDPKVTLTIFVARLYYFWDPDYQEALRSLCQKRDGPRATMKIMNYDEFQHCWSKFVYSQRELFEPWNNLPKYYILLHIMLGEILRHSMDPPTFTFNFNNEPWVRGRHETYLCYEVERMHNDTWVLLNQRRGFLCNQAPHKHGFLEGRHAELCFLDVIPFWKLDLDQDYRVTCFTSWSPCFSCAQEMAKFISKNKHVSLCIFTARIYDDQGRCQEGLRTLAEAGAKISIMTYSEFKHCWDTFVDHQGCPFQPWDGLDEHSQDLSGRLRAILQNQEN
# MIN6 prolif – inducers of beta-cell replication in MIN6 cells; 330,000 compounds, 0.29% hits; AID 2380; MIN6 cells proliferation, ATPlite luminescence, 48 h; cells starved in 0.2% serum; 100% = growth in 10% serum; proliferation, % at 10 µM;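 active = compounds whose signal lies at least 3.5 SD above the mean of all wells on their plate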;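 also: 0% = DMSO-treated cells in low-serum medium and 100% = 10% serum control; some compounds called inactive have numbers as strong as hits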
# mIAP act – increases mouse intestinal alkaline phosphatase activity; muIAP, CDP-Star luminescence, 30 min; active compounds read high; 1 = vehicle-only enzyme signal, 0 = enzyme-free wells; activation factor at 10 µM; 330,000 compounds, 0.24% hits; AID 2805;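 active = activation factor of at least 2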; also: the source names both 10 and 20 µM as test concentration; values of inactives mirror those of a sister screen read the other way
#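 Assay system: mouse IAP enzyme / Compound: DMSO-dissolved test compounds / Timing: 30 min, room temperature / Measured by: luminescence from enzymatic CDP-Star hydrolysis / Control set: DMSO-only wells, enzyme-free buffer wells as negative control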
# APOBEC3A inh – inhibitors of human APOBEC3A DNA deaminase. P31941. recombinant A3A, FAM/TAMRA ssDNA deamination fluorescence. inhibition, % at 20 µM. 330,000 compounds, 0.41% hits. AID 493011;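 active = at least 40% inhibition at 20 µM here, with at most 30% in a related deaminase screen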;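 also: plate controls were A3A with DMSO for no effect and wells lacking A3A enzyme for full effect; some results filed as inactive read as strong as hits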
# Target sequence (P31941 whole entry, looked up): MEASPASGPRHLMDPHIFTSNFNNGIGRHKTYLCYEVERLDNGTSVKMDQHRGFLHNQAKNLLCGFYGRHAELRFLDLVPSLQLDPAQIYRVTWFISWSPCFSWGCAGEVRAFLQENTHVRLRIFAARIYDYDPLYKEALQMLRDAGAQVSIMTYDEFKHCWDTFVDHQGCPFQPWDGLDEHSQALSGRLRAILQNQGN
# mIAP block – mouse IAP inhibition | AID 2806 | purified mouse IAP, CDP-Star luminescence, 30 min | 330,000 compounds, 0.2% hits | inhibition, % at 10 µM;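 active = inhibition of at least 40% at 10 µM in the primary screen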;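 also: plate controls were DMSO with enzyme for no effect and no enzyme wells for full effect; values of inactives mirror those of a sister screen read the other way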
# Numbers without * were called inactive; . = no result given. Not all compounds are listed; rates above refer to the full screens.
SMILES,hIAP inh,hIAP act,SENP1 inh,NALP3 yeast inh,A3G deaminase,MIN6 prolif,mIAP act,APOBEC3A inh,mIAP block
CCCCCCCCCCOC(=O)Cn1c(COc2ccccc2C)[n+](C)c2ccccc21,0,1,1,30,-6,-5,0.72,-3,28
CN(C)CCCNC(=O)/C(=C\C=C\c1ccccc1)NC(=O)c1ccc([N+](=O)[O-])cc1,0,1,1,7,-4,-1,0.88,-1,12
Cc1ccc(N2CCC(N3CCN(C)C(CCO)C3)CC2)cc1 (stereo not given),-16,1.2,-2,21,-3,-2,1.1,-2,-10
CC(C)Cc1nnc(NC(=O)CCC(=O)NCCc2ccccc2)s1,6,0.94,0,15,-2,0,0.97,-1,3
O=C(c1ccc(Cn2cnnn2)cc1)N1CCCC(Nc2ccc(F)c(F)c2)C1 (stereo not given),13,0.87,1,6,-11,-2,1,-3,-3
Cc1cn2c(=O)c(C(=O)N3CCN(c4ccccc4Cl)CC3)cnc2s1,3,0.97,2,22,-7,1,0.98,0,2
Cc1ccc(SC(=O)c2c([N+](=O)[O-])c(C)nn2C)cc1,8,0.92,3,18,-7,-4,0.99,-2,1
CC1Cc2nc(SCC(=O)N3CCCc4ccccc43)n(C)c(=O)c2S1 (stereo not given),10,0.9,2,14,-5,0,1.1,-1,-9
COCCCNC(NC(=O)c1ccc(Br)cc1)C(Cl)(Cl)Cl (stereo not given),2,0.98,-1,18,2,0,1.1,13,-8
CC(C)(C)NC(=O)c1ccc(NC(=O)CSc2ccccc2)cc1,3,0.97,3,4,-2,2,1,3,-1
COc1ccccc1CNCc1cc(OC)c(OC)c(OC)c1,8,0.92,1,4,-6,5,1,-3,-2
Cc1noc(NS(=O)(=O)c2ccc(N/C=C/C(=O)c3ccncc3)cc2)c1C,19,0.81,-4,1,-7,0,0.9,-1,10
CNS(=O)(=O)c1cccc(C(=O)OCC(=O)Nc2ccc(Cl)cc2F)c1,-3,1,3,16,1,0,1.1,-3,-7
CCOc1ccccc1CN1CCCC(CNS(=O)(=O)c2ccc(OC)cc2)C1 (stereo not given),-17,1.2,-3,3,-6,-6,1,-5,-1
Cc1csc(NC(=O)c2cc(=O)[nH]c3ccccc23)n1,-12,1.1,-97,8,-3,-1,1.1,-7,-14
COc1ccc(C2/C(=C(/O)c3ccc(Br)cc3)C(=O)C(=O)N2C)cc1 (stereo not given),-22,1.2,0,17,-6,4,1,2,-1
CC1=NN(C(=O)c2ccccc2Br)C(O)(c2cccnc2)C1 (stereo not given),-2,1,-1,5,-3,0,0.97,2,3
Cc1ccc(Cn2c(CN(C)Cc3ccccc3)nc3c2c(=O)n(C)c(=O)n3C)cc1,6,0.94,-4,8,-2,-2,1.2,0,-18
Cc1ccc(Oc2c(C)nc(-c3ccccc3)[nH]c2=O)cc1,1,0.99,1,3,-10,-1,0.95,-2,5
COc1ccc(C2CC2/C(=N/O)c2ccccn2)cc1 (stereo not given),-20,1.2,-1,27,-3,-1,0.96,-2,4
CC(C)(C)NS(=O)(=O)c1ccc(NC(=O)Cc2ccccc2[N+](=O)[O-])cc1,6,0.94,1,14,-10,-2,1,-3,0
Cc1ccc(-c2c[n+](CC(=O)OCc3ccccc3)c3n2CCC3)cc1,-14,1.1,1,-10,-5,1,1.1,-4,-8
Cc1ccc(S(=O)(=O)N/N=C\c2cc3c(cc2Br)OCO3)cc1,4,0.95,2,23,1,0,0.99,6,1
Cc1sc2ncnc(N3CCC(C(=O)NNC(=O)COc4ccccc4Cl)CC3)c2c1C,-36,1.4,0,5,-5,-3,0.98,4,2
COc1ccc(C(=O)COC(=O)c2cccs2)cc1,16,0.84,2,12,-6,-5,1,-3,-4
CCOC(=O)C1=NNC2C(=O)N(CC)C(=O)C12 (stereo not given),6,0.94,2,14,-12,0,0.96,-6,4
O=C(C1=C[C@H](c2ccc(C(F)(F)F)cc2)C[C@H](OCc2ccc(CO)cc2)O1)N1CCN(Cc2ccc3c(c2)OCO3)CC1,12,0.89,0,8,-8,-9,0.97,-1,3
O=C(OCc1ccccc1)/C(=C(\O)c1ccccc1Br)c1ccc(-c2ccccc2)cn1,-8,1.1,-44,10,-9,-3,0.95,0,5
Oc1ccc(CN2CCN(Cc3ccccc3)CC2)c2cccnc12,1,0.99,0,-12,1,-4,1.1,0,-14
O=C(Cc1ccccc1)NCC(=O)OCC(=O)c1ccc(OC(=O)c2ccccc2)cc1,5,0.95,3,0,-1,-1,1,2,0
O=C(c1cc2ccccc2o1)N1CCN(S(=O)(=O)c2cccs2)CC1,14,0.86,0,-89,-8,-3,1,-3,-4
O=C(Cn1cnc2c(nnn2Cc2ccc(F)cc2)c1=O)Nc1cccc(F)c1,2,0.98,0,11,0,-2,0.96,-2,4
COc1cccc(NC(=O)CN(C)C(=O)c2ccc(N3CCOCC3)c([N+](=O)[O-])c2)c1,-5,1.1,4,17,-5,1,1,11,-3
O=C(Nc1ccc(N2CCOCC2)nc1)c1ccc(Cl)cc1,1,0.99,1,13,-6,0,0.85,3,15
COc1ccc(NCC(=O)N/N=C/c2ccc3c(c2)OCCO3)cc1,-12,1.1,-9,6,-6,0,0.84,-5,16
O=S(=O)(c1cccc(Cl)c1)N1CCC(c2nc3ccccc3[nH]2)CC1,10,0.9,-2,10,-7,-1,1,-1,-2
CC(C)(C)c1cc(C(=O)NNC(=O)c2ccc(C(F)(F)F)cc2)no1,-14,1.1,1,14,-1,-2,0.94,2,6
O=C(Nc1ccc2c(c1)OCO2)c1ccc(CO)cc1,25,0.75,1,4,-7,0,1,-3,-1
COc1ccc(Cl)cc1NC(=O)CN1CCCCCC1,-8,1.1,0,6,-3,3,1.1,-2,-14
Cc1ccccc1C(=O)Nc1ccc2c(c1)C(=O)NC2=O,6,0.94,-4,-1,-7,3,0.95,-1,5

# Nothing new here: entries from further up.
SMILES,hIAP inh,hIAP act,SENP1 inh,NALP3 yeast inh,A3G deaminase,MIN6 prolif,mIAP act,APOBEC3A inh,mIAP block
COc1ccc(Cl)cc1NC(=O)CN1CCCCCC1,-8,1.1,0,6,-3,3,1.1,-2,-14
Cc1ccccc1C(=O)Nc1ccc2c(c1)C(=O)NC2=O,6,0.94,-4,-1,-7,3,0.95,-1,5

# The list goes on:
SMILES,hIAP inh,hIAP act,SENP1 inh,NALP3 yeast inh,A3G deaminase,MIN6 prolif,mIAP act,APOBEC3A inh,mIAP block
Cc1ccc(-c2nnc(SCC(=O)N3CC(C)CC(C)C3)o2)cc1C (stereo not given),22,0.79,1,37,-7,-3,0.93,-2,7
Cc1ccnc(NC(=O)c2ccc(S(=O)(=O)N3CCCCC3)cc2)c1,-12,1.1,0,20,-5,-2,0.97,0,3
CCNc1nc(C(=O)O)nc(N2CCOCC2)n1,-5,1.1,-1,-6,-4,-3,1,2,-3
O=C(NCc1ccc(F)cc1)c1cc2sccc2n1Cc1ccc(F)cc1,-3,1,.,-7,-3,-3,1,-7,-4
COC(=O)COc1cccc2c(=O)n(CC(=O)N3CCC(C)CC3)ccc12,2,0.98,2,10,13,4,1.1,3,-7
Cc1ccc2cc(NC(=O)CC(CC(=O)O)c3ccccc3)ccc2n1 (stereo not given),-4,1,2,13,-7,-3,1,-4,0
COc1ccc(N2CCN(C(=O)CCC(=O)N3CC(C)Oc4ccccc43)CC2)cc1 (stereo not given),2,0.98,3,26,0,-4,1,0,-2
CCCCCCSc1cc(-c2nc3cnccn3c2NCCCC)ccc1OC,-8,1.1,-24,12,-1,-5,0.84,-1,16
Cc1nn(C2CCS(=O)(=O)C2)c(Cl)c1/C=C/C(=O)OCC(=O)c1cc(C)n(-c2ccc(F)cc2)c1C (stereo not given),11,0.89,0,-2,-1,-3,0.97,-3,3
COC(=O)CCC(=O)OC1(C)C(=O)C=C2C=C(C3CC3)N(Cc3ccc(OC)cc3)C=C2C1=O (stereo not given),-11,1.1,-39,19,-7,-3,1,0,-4
COc1ccccc1C1CCN(Cc2ccc(C)cc2)CC1,-7,1.1,-1,30,-10,0,0.96,-4,4
Cc1cc(-c2nnc(SCC(=O)Nc3ccc(F)cc3F)n2N)n[nH]1,-12,1.1,2,-4,-1,-1,0.94,0,6
CC(=O)Nc1ccc(OCC(O)CN2C(C)CCCC2C)cc1 (stereo not given),1,0.99,2,5,-2,-2,0.95,2,5
Cc1ccc(Nc2nc3ccc(Cl)cc3n3cnnc23)cc1F,6,0.94,-5,18,-4,-1,0.91,2,9
Cc1cccc(N2C(=O)c3cccnc3C2=O)c1,-20,1.2,1,-1,0,0,0.97,1,2
COc1ccc(CN=C2NN=C(c3cccc(OC)c3)CS2)cc1,3,0.97,3,14,-2,-2,0.9,3,10
O=[N+]([O-])c1ccc(/C=N/n2c(COc3ccccc3)n[nH]c2=S)cc1,4,0.96,3,25,35,-2,0.92,-3,8
Cn1cc(CNCC2CCCO2)c(-c2ccc(Oc3ccccc3)cc2)n1 (stereo not given),11,0.89,2,1,-9,-1,0.99,-4,1
CC(C)C[C@H](NC(=O)N1CC(=O)Nc2ccccc21)C(=O)N[C@@H](Cc1ccccc1)C(=O)O,12,0.89,2,6,-6,-3,1.1,-2,-6
CC1=CSC2=NS(=O)(=O)CCN12,-2,1,0,21,5,2,1,-3,-2
CCOc1ccc(/C=N/NC(=O)Cc2ccccc2)cc1CN1CC2CC(C1)c1cccc(=O)n1C2 (stereo not given),11,0.89,2,9,-2,0,1.2,1,-17
COc1ccc(C(C)=O)cc1CN1C(=O)NC2(CCCCCC2)C1=O,6,0.94,-7,2,-1,1,0.98,7,2
Cc1ccc(C(=O)O)cc1N1C(=O)c2cccc3c([N+](=O)[O-])ccc(c23)C1=O,-12,1.1,-25,18,11,-5,0.86,27,14
Cc1cc(N2CCN(S(=O)(=O)c3ccc(Cl)c(Cl)c3)CC2)c2ccccc2n1,-3,1,0,7,-8,-6,0.98,-3,2
CC(C)OCCCNC(=O)C1CCC(CNS(=O)(=O)c2cccc3nsnc23)CC1 (stereo not given),-8,1.1,1,22,1,-1,1,-3,-5
Cc1nc(SCc2ccc([N+](=O)[O-])cc2)nc2ccccc12,-14,1.1,1,5,-8,-1,0.85,-8,15
Cc1cc(OCCn2ccnc2)cc(C(C)C)c1,-22,1.2,1,10,-3,-1,0.9,0,10
Cc1cc(NC(=O)c2ccoc2C)ccc1Br,-7,1.1,-2,28,-7,-2,1.1,-3,-8
CCCOc1ccc(-c2nc(N3CCN(C)CC3)c3ccccc3n2)cc1,23,0.77,1,23,-6,-7,0.9,0,10
COc1cc(C2NC(=O)NC(C)=C2C(C)=O)ccc1O (stereo not given),2,0.98,-1,0,-1,1,1,11,-5
O=C(CCC(=O)NNC(=O)c1ccc(Cl)cc1Cl)NCc1ccccc1,-21,1.2,0,17,-6,0,0.86,-6,14
Cc1[nH]ccc(=O)c1Cc1c(Cl)cccc1Cl,-2,1,0,8,-1,2,1,1,-3

# Looked up above.
# hIAP act result of `Cc1noc(NS(=O)(=O)c2ccc(N/C=C/C(=O)c3ccncc3)cc2)c1C` is entered as 0.81
# hIAP inh result of `CN(C)CCCNC(=O)/C(=C\C=C\c1ccccc1)NC(=O)c1ccc([N+](=O)[O-])cc1` is entered as 0

# Screening results (PubChem)
